High-throughput results as filed in PubChem.
MrgX1 allo act – allosterically activates human MrgX1 receptor signaling; Q96LB2; MrgX1-HEK293, Fluo-4 calcium flux, FDSS; stronger effect = higher value; B-score at 10 µM; 310,000 compounds, 0.63% hits;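 active means plate-corrected calcium response at least 3 library SD above typical, normal starting fluorescence, not activating the receptor alone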;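 further: compound read alongside a low EC10 to EC30 dose of BAM8-22 agonist; peak minus trough fluorescence over baseline measured at the second addition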
Target sequence (Q96LB2 whole entry, looked up): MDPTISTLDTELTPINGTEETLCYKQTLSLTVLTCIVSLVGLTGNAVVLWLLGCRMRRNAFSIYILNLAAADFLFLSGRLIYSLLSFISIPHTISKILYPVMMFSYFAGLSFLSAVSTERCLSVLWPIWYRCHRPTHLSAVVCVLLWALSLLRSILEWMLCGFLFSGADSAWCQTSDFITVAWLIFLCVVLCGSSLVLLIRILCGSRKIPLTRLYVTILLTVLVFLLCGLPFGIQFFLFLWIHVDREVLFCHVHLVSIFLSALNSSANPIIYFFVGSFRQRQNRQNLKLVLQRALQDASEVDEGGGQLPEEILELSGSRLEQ
MrgX1 agonist – agonists of human MrgX1 receptor. Q96LB2. MrgX1-HEK293 cells, Fluo-4 calcium fluorescence, agonist mode; stronger effect = higher value. B-score at 10 µM. 310,000 compounds, 0.44% hits;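 active means calcium response B-score plate-corrected fluorescence ratio at least 3 library SD, with starting fluorescence B-score inside 5 SD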
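Material – MrgX1-expressing HEK293 cells · Input – 15,000 cells seeded per well · Dosing – compound as first of three additions · Times – overnight seeding, then 1 h dark dye loading · Measured by – kinetic Fluo-4 NW fluorescence of intracellular calcium · Read-out – B-scored fluorescence response ratio · Benchmarks – positive and negative control wells on each plate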
KCNK9 block – blocks the human KCNK9 two-pore domain potassium channel. B-score at 10 µM. Q9NPC2. 310,000 compounds, 1.2% hits. HEK293 KCNK9, FluxOR thallium flux fluorescence; stronger effect = lower value. AID 488922;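 active means ratio B-score over 3 SD below the library mean, with starting fluorescence within 5 SD of its mean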;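 further: negative B-score means less thallium flux so channel inhibition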
KCNK3 inh – human KCNK3 channel inhibition, primary screen; CHO-KCNK3 thallium flux, FluxOR fluorescence; stronger effect = lower value; B-score at 10 µM; 340,000 compounds, 0.84% hits; AID 602410;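 active means B-score under library mean minus 4 SD, starting fluorescence ratio at most library mean plus 5 SD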;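 further: more negative B-score means stronger inhibition of thallium flux through KCNK3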
Target sequence (O14649 whole entry, looked up): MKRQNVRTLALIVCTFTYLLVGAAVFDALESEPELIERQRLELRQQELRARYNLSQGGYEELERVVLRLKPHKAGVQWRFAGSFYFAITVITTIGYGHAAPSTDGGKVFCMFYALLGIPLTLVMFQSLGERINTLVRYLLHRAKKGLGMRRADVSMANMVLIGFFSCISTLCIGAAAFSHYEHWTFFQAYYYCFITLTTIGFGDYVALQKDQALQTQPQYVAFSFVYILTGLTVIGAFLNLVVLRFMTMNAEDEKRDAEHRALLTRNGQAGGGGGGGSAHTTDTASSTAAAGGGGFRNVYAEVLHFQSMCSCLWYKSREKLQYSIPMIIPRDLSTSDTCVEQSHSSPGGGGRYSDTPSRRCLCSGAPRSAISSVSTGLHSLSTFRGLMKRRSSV
KCNQ1 act – potentiates or activates the human KCNQ1 potassium channel; B-score at 10 µM; CHO-K1 KCNQ1, thallium flux FluxOR fluorescence; stronger effect = higher value; AID 2648; P51787; 310,000 compounds, 0.35% hits;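 active means fluorescence ratio B-score, a plate-corrected score, at least three library SD, with initial intensity B-score within 5 SD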
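assay system = CHO-K1 cells stably expressing KCNQ1 | medium = assay buffer, equal DMSO in all wells | timing = 37 °C overnight plating, 90-min dark dye load, 20-min compound pretreatment | measured by = kinetic FluxOR thallium fluorescence, 10-s 1-Hz baseline, 110-s post-stimulus read | measure = fluorescence change relative to baseline, converted to B score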
RGS4 act – potentiators or activators of RGS4; HEK293 M3R/inducible RGS4, carbachol calcium flux Fluo4; stronger effect = lower value; B-score at 10 µM; 310,000 compounds, 0.92% hits;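 active means B-score of the integrated calcium signal more than 4 SD below the library mean, with starting fluorescence not abnormally high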;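 further: negative B-score means reduced calcium response which marks RGS4 activation or potentiation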
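Material: M3R-expressing HEK293 line, RGS4 induced by doxycycline | Schedule: Overnight RGS4 induction, 30 min dye load 37 °C, 20 min compound RT | Measured by: Fluo4 fluorescence kinetic imaging of calcium | Read-out: Integrated calcium ratio converted to B score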
ANO1 activ – activates or potentiates the mouse TMEM16A chloride channel. B-score at 10 µM. Q8BHY3. 340,000 compounds, 0.3% hits. HEK293 TMEM16A/YFP-H148Q/I152L, iodide quench fluorescence; stronger effect = lower value;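 active means fluorescence-ratio B-score plate-corrected deviation score at least 3 library SD below zero, with starting fluorescence score within 5 deviations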;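 further: channel opened by trigger with iodide after compound preincubation; score built on the fluorescence ratio of max minus min over baseline; more negative score means more quench and so TMEM16A activation or potentiation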
ANO1 block – blocks the mouse calcium-activated chloride channel TMEM16A. HEK293 TMEM16A/YFP iodide influx fluorescence, ionomycin. normalized B-score (activity score, 25-100; higher = stronger inhibition) at 10 µM. 310,000 compounds, 1.2% hits;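 active means ratio plate-corrected score three or more library SD toward inhibition, starting fluorescence score within five deviations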;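 further: score derived from kinetic fluorescence span divided by baseline fluorescence per well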
RGS4 inh – inhibitors of human RGS4; AID 463165; B-score at 10 µM; 310,000 compounds, 0.45% hits; HEK293 M3R/RGS4 inducible, Fluo-4 calcium flux; stronger effect = higher value; triggered by carbachol at its EC20;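 active means B-score, a plate-corrected calcium signal, over three deviations above library mean, with baseline fluorescence within five deviations of library mean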;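 further: RGS4 expression induced by doxycycline in cells with stable M3 receptor; B-score is computed from the integrated fluorescence ratio over baseline after carbachol; higher B-score means a larger calcium signal and so more RGS4 inhibition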
Target sequence (P49798 whole entry, looked up): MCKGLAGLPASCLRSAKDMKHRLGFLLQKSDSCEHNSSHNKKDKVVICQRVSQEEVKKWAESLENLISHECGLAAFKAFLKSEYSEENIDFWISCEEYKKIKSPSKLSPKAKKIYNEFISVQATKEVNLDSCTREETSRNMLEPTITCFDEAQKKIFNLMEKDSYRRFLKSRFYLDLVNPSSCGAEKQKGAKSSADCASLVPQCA
KCNQ1 inh – blocks the human KCNQ1 potassium channel. CHO-K1 KCNQ1, FluxOR thallium flux fluorescence; stronger effect = higher value. B-score at 10 µM. 310,000 compounds, 1.3% hits;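 active means compounds whose thallium flux B-score, printed positive for inhibition, exceeds three library SD while starting fluorescence stays within three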;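 further: channel opened by potassium depolarization with thallium stimulus after 20 min compound exposure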
hERG rescue – hERG (human) protection from proarrhythmic block | AID 1511 | activation (rescue from dofetilide block), less the hit threshold, % at 10 µM | Q12809 | 310,000 compounds, 0.51% hits | CHO-hERG, FluxOR thallium flux, dofetilide IC70 present;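 active means activation above the mean of controls blocked by dofetilide plus 5 SD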;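 further: thallium influx through hERG after potassium depolarization seen as dye fluorescence rise; in these data hits start at about 4.7%; inactives centre near -7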
* = called active by the depositor; i = inactive; nt = not tested or not shown.

SMILES | MrgX1 allo act | MrgX1 agonist | KCNK9 block | KCNK3 inh | KCNQ1 act | RGS4 act | ANO1 activ | ANO1 block | RGS4 inh | KCNQ1 inh | hERG rescue
O=C1CCc2cc(NS(=O)(=O)c3ccc(F)cc3)cc3c2N1CC3 | i | i | i | i | i | i | i | i | i | i | -4
COCCNC(=O)CN(C(=O)CCC(=O)Nc1ccccn1)c1ccc(C)cc1C | i | i | i | i | i | i | i | i | i | i | -15
CCOC(=O)C1CCCN(S(=O)(=O)c2ccc(Br)c(OC)c2)C1 (stereo not drawn) | i | i | i | i | i | i | i | i | i | i | -14
CCN(Cc1cc2ccc(C)cc2[nH]c1=O)C(=O)c1ccncc1 | nt | nt | i | nt | i | i | nt | nt | i | i | -6
CC(C)CN1C=C2C(=O)C(C)(OC(=O)C3CCCC3)C(=O)C=C2C=C1c1ccsc1 (stereo not drawn) | i | i | i | i | i | i | i | i | i | i | -8
COCCN1C=C2C(=O)C(C)(OC(=O)CCC(=O)OC)C(=O)C(Br)=C2C=C1c1ccc(OC)cc1 (stereo not drawn) | i | i | i | i | i | i | i | i | i | i | -8
COC(=O)c1ccc2c(=O)n(CCCCCC(=O)O)c(=S)[nH]c2c1 | i | i | i | i | i | i | i | i | i | i | -8
Cc1ccc(C(C)C)c(OCCCN2CCc3ccccc3C2)c1 | i | i | i | i | i | i | i | i | i | i | -8
CC(C)NC(=O)c1ccc(COc2ccc(C(C)(C)C)cc2)o1 | i | i | i | i | i | i | i | i | i | i | -4
Cc1ccc(CS(=O)(=O)Cc2ccc(C(=O)NC3CCCC3)o2)cc1 | i | i | i | i | i | i | i | i | i | i | -3
CCO[C@H]1OC(C(=O)NCc2nc3ccccc3[nH]2)=C[C@@H](c2cn(C(C)=O)c3ccccc23)[C@@H]1CCCO | i | i | i | i | i | i | i | i | i | i | -16
Cc1ccc(S(=O)(=O)N2CCOCC2)cc1NC(=O)Cn1nc(C)c([N+](=O)[O-])c1C | i | i | i | i | i | i | i | i | i | i | -12
CS(=O)(=O)NCCCc1ccccc1 | i | i | i | i | i | i | i | i | i | i | -4
CCOCCCn1c(C)nc2c(c1=O)c1nc3ccccc3nc1n2-c1ccc2c(c1)OCCO2 | i | i | i | nt | i | i | nt | i | i | i | -6
Cc1ccc(S(=O)(=O)NC(CN2CCOCC2)=NCCNS(=O)(=O)c2ccccc2)cc1 | i | i | i | i | i | i | i | i | i | i | -10
Cc1ccc(-c2cc(=O)c3cc(F)ccc3[nH]2)cc1 | i | i | i | i | i | i | i | i | i | i | -5
COc1ccc(CCNS(=O)(=O)c2ccc(Br)s2)cc1 | i | i | -9.2* | -9.4* | i | i | i | i | i | i | -9
COc1ccc(C(=O)/C=C/c2ccc(OC)c(Cn3nnc4ccccc43)c2)cc1 | i | i | i | i | i | i | i | i | i | i | -9
CC1CCCC(C)N1CCNC(=O)Cn1nc(-c2ccccc2)ccc1=O (stereo not drawn) | i | i | i | i | i | i | i | i | i | i | 4
O=C(Cc1cccs1)Nc1ccc2c(c1)C(=O)OC2 | i | i | i | i | i | i | i | i | i | i | -8
Cn1c(=O)c2c(nc(Sc3ncccn3)n2Cc2ccccc2Cl)n(C)c1=O | i | i | i | i | i | i | i | i | i | i | -6
O=C(NNC(=O)C1CCN(S(=O)(=O)c2cccc(C(F)(F)F)c2)CC1)C1CC1 | i | i | i | i | i | i | i | i | i | i | -12
Cc1ccc(CS(=O)(=O)CCC(=O)NCCC2=CCCCC2)cc1 | i | i | i | i | i | i | i | i | i | i | -6
CCCCCOc1cccc(C2C(C(=O)c3cccs3)=C(O)C(=O)N2CCN2CCOCC2)c1 (stereo not drawn) | i | i | i | i | i | i | i | i | i | i | -3
COc1ccc(CCNC(=O)CO/N=C/c2cc3c(cc2Br)OCO3)cc1OC | i | i | i | i | i | i | i | i | i | i | -21
CC1CCCCC1NC(=O)CN1C(=O)c2cccc(N)c2C1=O (stereo not drawn) | nt | nt | i | i | i | i | i | nt | i | i | -11
CCN(CC)CCOC(=O)c1ccc(Cl)cc1Cl | i | i | i | i | i | i | i | i | i | i | -13
O=C(O)CCCNS(=O)(=O)/C=C/c1ccccc1 | i | i | i | i | i | i | i | i | i | i | -14
Cc1ccc(-c2csc(NC(=O)CSc3nc4ccccc4[nH]3)n2)cc1 | nt | nt | i | i | i | i | i | nt | i | i | -5
O=C(O)Cn1c(Cc2ccccc2)nc2ccccc21 | i | i | i | i | i | i | i | i | i | i | 0
CCOC(=O)c1c(-c2ccccc2)c(C(C)=O)c(=O)n(C)c1C | i | i | i | i | i | i | i | i | i | i | -6
CCn1nnnc1-c1ccc(OC)c(S(=O)(=O)N2CCCCC2)c1 | i | i | i | i | i | i | i | i | i | i | -8
O=C(CSCc1cc(=O)n2ccsc2n1)Nc1ccc(F)cc1 | i | i | i | i | i | i | i | i | i | i | -6
Cn1ccnc1SCC(=O)c1ccc(OC(F)F)cc1 | i | i | i | i | i | i | i | i | i | i | -14
COc1cc2c(cc1OC)C(c1cc3ccc(C)cc3[nH]c1=O)N(C(=O)c1ccco1)CC2 (stereo not drawn) | i | i | i | i | i | i | i | i | i | i | -8
COc1ccc(NS(=O)(=O)c2ccc3c(c2)oc(=O)n3C)c(OC)c1 | i | i | i | i | i | i | i | i | i | i | -4
COC(=O)c1cc(C)sc1NC(=O)CCc1ccccc1 | i | i | i | i | i | i | i | i | i | i | -9
CCOC(=O)CCNC(=O)Nc1cc2nc(C)n(Cc3cccc(Cl)c3)c2nc1C | i | i | i | i | i | i | i | i | i | i | -6
COc1ccc(N/C=C/C(=O)c2ccc(OC)c(OC)c2)cc1 | i | i | i | i | i | i | i | i | i | i | -5
CN(CC(=O)Nc1ccccc1C(F)(F)F)C(=O)CCc1nc2ccccc2c(=O)[nH]1 | i | i | i | i | i | i | i | i | i | i | -19

Results in RGS4 act and MrgX1 agonist (2 entries from above):
compound,RGS4 act,MrgX1 agonist
COc1ccc(CCNC(=O)CO/N=C/c2cc3c(cc2Br)OCO3)cc1OC,i,i
CC1CCCCC1NC(=O)CN1C(=O)c2cccc(N)c2C1=O (stereo not drawn),i,nt

(cont.)
SMILES | MrgX1 allo act | MrgX1 agonist | KCNK9 block | KCNK3 inh | KCNQ1 act | RGS4 act | ANO1 activ | ANO1 block | RGS4 inh | KCNQ1 inh | hERG rescue
CCc1ccc(OCC(=O)N(C)C2CCS(=O)(=O)C2)cc1 (stereo not drawn) | i | i | i | i | i | i | i | i | i | i | 0
C=CCN1C(=O)C(C(C)CC)NC1=S (stereo not drawn) | i | i | i | i | i | i | i | i | i | i | -7
CC(C)[C@H](NC(=O)c1ccco1)C(=O)OCC(=O)c1ccc2c(c1)NC(=O)CO2 | i | i | i | i | i | i | i | i | i | i | -14
CCN(CCn1cccn1)C(=O)CCc1nnc(C2(c3ccc(Cl)cc3)CCC2)o1 | i | i | i | i | i | i | i | i | i | i | -5
CCc1cccc(C)c1NC(=O)c1ccc2c(c1)CCN2S(C)(=O)=O | i | i | i | i | i | i | i | i | i | i | 1
Cc1cc(C(F)(F)F)n(-c2nc(C(=O)NNS(=O)(=O)c3ccccc3)cs2)n1 | i | i | i | i | i | i | i | i | i | i | -3
O=C(O)C1Nc2c(O)cccc2C2C=CCC12 (stereo not drawn) | i | i | nt | i | nt | nt | i | i | nt | nt | nt
Cc1c(C(=O)NCc2ccco2)sc2nc(-c3ccccc3)cn12 | i | i | i | i | i | i | i | i | i | i | -5
CCOC(=O)C(Cc1ccc(OC)c([N+](=O)[O-])c1)NC(=O)CCC(=O)Nc1ccc(OC)cc1 (stereo not drawn) | i | i | i | i | i | i | i | i | i | i | -2
O=C1c2ccccc2C(=O)N1Cc1nc2ccccc2c(=O)n1CCN1CCOCC1 | i | i | i | i | i | i | i | i | i | i | -5
O=C(CN1CCOCC1)N/N=C/c1ccco1 | i | i | i | i | i | i | i | i | i | i | -8
COc1ccc2c(c1)C(C)=CC(C)(C)N2S(=O)(=O)c1ccc(Br)cc1 | i | i | i | i | i | i | i | i | i | i | -14
CC(=O)N1N=C(c2ccccc2)OC12CCCC2 | i | i | i | i | i | i | i | i | i | i | -2
COc1ccccc1C(=O)NCCc1c(C)[nH]c2c(C)ccc(F)c12 | i | i | i | i | i | i | i | i | i | i | -10
O=C(C#Cc1ccccc1)Nc1ccc(F)cc1 | i | i | i | i | i | i | i | i | i | i | -1
Cc1ccc(-c2cc(C(=O)NCC3CCCO3)no2)cc1 (stereo not drawn) | i | i | i | i | i | i | i | i | i | i | 0
Cc1cc(C)nc(SC2=CS(=O)(=O)c3ccccc32)n1 | i | i | i | i | i | i | i | i | i | i | -8
COC(=O)C1=C(C)NC2=C(C(=O)CCC2)C1c1coc2ccccc2c1=O (stereo not drawn) | i | i | i | i | i | i | i | i | i | i | -3
CCOc1ccc2nc(/N=C/c3c(C)[nH]n(-c4ccc(C)cc4)c3=O)sc2c1 | i | i | i | i | 40* | i | i | i | i | i | 71*
COCCNC(=O)/C(C#N)=C/c1ccc(O)c([N+](=O)[O-])c1 | i | i | i | i | i | i | i | i | i | i | -6
CCOc1ccccc1NC(=O)CSc1ccc(-c2ccco2)nn1 | i | i | i | i | i | i | i | i | i | i | -5
O=C(CN1CCN(CC(=O)Nc2ccccc2Cl)CC1)Nc1ccc(F)c(F)c1 | i | i | i | i | i | i | i | i | i | i | -6
CN1CCN(C(=O)/C=C/c2cn(-c3ccccc3)nc2-c2ccc3c(c2)OCCO3)CC1 | i | i | i | i | i | i | i | i | i | i | -13
COc1ccc(C)cc1S(=O)(=O)n1c([N+](=O)[O-])cnc1C | i | i | i | i | i | i | i | i | i | i | -7
O=C(/C=C(\c1ccccc1)n1cncn1)c1ccccc1 | i | i | i | i | i | i | i | i | i | i | -5
